IL-2 act = activates IL-2 in a cell-based reporter assay; activation, % (series mostly up to about 46 µM); hit rate 0.065% among 360,000; IL-2 activation reporter assay, cell-based qHTS; stimulated with anti-CD3/CD4/CD28 beads; in transgenic mouse T cells; AID 652025; in the data active = activation above about 50%; inconclusive = mostly about 30% to 49%; also: 0% is about no effect
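First, unstimulated transgenic mouse T cells were exposed to compound for 60 min. Next, anti-CD3/anti-CD4-coated beads with anti-CD28 were added. Finally, after 18 h at 37 degrees C, EGFP and DsRed were imaged.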
GLP1R cytotox = cytotoxic in the GLP-1 receptor inverse agonist counter-screen. HEK293 cAMP-luciferase reporter cells, luminescence, 24 h. AID 624418. hit rate 0.13% among 410,000. Potency, µM (doses to about 38.3 µM), without a hit: at the highest dose activity change, negative = inhibition, hits mostly inhibitors;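 also: loss of luciferase light is scored as toxicity; potency is read from the fitted curve at half-maximal effect; % is scaled to controls: 0 for no effect and ±100 for the full control effect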
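MLSMR compounds, 24 hr on cells at 37 deg C/5% CO2; luminescence after luciferase reagent (12 min RT). Inhibition counted as the undesired cytotoxic outcome.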
EPAC1 agonist = agonists of human EPAC1; O95398; Potency, µM (series often up to 154 µM), without a hit: at the highest dose activation, usual class: activators; EPAC1 agonist qHTS, biochemical assay; response scale: 100% = response to 6.5 mM cAMP; hit rate 0.073% among 360,000; also: potency is read from the fitted curve at half-maximal effect; nearly all actives have a fitted effect of over 60% in size
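Fluorescent GDP-exchange assay: 100 nM EPAC1 with 250 nM Rap1B preloaded with BODIPY-GDP and 50 uM GDP; compounds tested as concentration series, 5 min at room temperature, then read every 5 min for 30 min (ex 480/em 540 nm); normalized to 6.5 mM cAMP.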
GLP1R ag = agonists of human GLP-1 receptor. hit rate 0.007% among 380,000. P43220. HEK293 GLP-1R CRE-luciferase, luminescence, 4-6 h; cells express a hypersensitive GLP-1R form. Potency, µM (top dose mostly 45.6 µM), for the others: at the top dose activation, most hits filed as activators; also: potency is read from the fitted curve at half-maximal effect; % of control where 0% means no effect
Target sequence (P43220 whole entry, looked up): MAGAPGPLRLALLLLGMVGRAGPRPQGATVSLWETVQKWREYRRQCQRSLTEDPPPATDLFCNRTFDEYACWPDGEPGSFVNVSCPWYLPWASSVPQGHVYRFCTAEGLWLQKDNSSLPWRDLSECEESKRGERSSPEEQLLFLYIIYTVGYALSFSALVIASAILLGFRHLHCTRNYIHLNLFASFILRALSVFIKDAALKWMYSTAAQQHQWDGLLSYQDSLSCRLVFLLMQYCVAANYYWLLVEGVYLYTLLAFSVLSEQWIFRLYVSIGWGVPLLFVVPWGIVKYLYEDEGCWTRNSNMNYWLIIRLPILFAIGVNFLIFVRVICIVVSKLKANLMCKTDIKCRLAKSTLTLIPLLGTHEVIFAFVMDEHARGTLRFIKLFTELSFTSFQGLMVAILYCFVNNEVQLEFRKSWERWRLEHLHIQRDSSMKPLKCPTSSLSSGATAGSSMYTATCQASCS
PLK1 PBD inh = PLK1 (human) polo-box domain binding inhibition; Plk1 PBD binding of FITC phosphopeptide, fluorescence polarization; Potency, µM, for inactives: max response, negative = inhibition, usual class: inhibitors; P53350; hit rate 2.8% among 360,000; also: potency is read from the fitted curve at half-maximal effect; series mostly up to about 57 µM; % is scaled to controls: 0 for no effect and ±100 for the full control effect; nearly all actives have a fitted effect of over 65% in size
PTHR1 ag = activates the human parathyroid hormone receptor PTHR1. Q03431. HEK293 GP2 PTHR1 cells, GloSensor cAMP luminescence, 1 h. Potency, µM (highest dose often 115 µM), without a hit: at the top dose activation, most hits filed as activators. hit rate 0.075% among 410,000. AID 743266; also: potency is read from the fitted curve at half-maximal effect; nearly all actives have a fitted effect of over 55% in size; some results filed as inactive show a strong effect at the top dose; inactives centre near -15; many of its hits are not listed in these tables
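HEK-293-derived GP2 cells expressing PTHR1 and a GloSensor cAMP reporter, 3,000/well, plated overnight, given luciferin plus IBMX (each 0.5 mM as added) for 1 h at 37 °C, then compound for 1 h at 37 °C. Luminescence was read after 15 min at room temperature.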
PI5P4Ka inh = blocks human PI5P4K alpha kinase activity; AID 652105; hit rate 1.2% among 330,000; P48426; max response, %; PI5P4Kalpha enzyme, ADP-Glo luminescence, 60 min; hits give low values; active = max response of -50% or lower; inconclusive = between -30% and -50%; inactive = -30% or higher; also: value at the top dose of about 77 µM; % is scaled to controls: 0 for no effect and ±100 for the full control effect
Target sequence (P48426 whole entry, looked up): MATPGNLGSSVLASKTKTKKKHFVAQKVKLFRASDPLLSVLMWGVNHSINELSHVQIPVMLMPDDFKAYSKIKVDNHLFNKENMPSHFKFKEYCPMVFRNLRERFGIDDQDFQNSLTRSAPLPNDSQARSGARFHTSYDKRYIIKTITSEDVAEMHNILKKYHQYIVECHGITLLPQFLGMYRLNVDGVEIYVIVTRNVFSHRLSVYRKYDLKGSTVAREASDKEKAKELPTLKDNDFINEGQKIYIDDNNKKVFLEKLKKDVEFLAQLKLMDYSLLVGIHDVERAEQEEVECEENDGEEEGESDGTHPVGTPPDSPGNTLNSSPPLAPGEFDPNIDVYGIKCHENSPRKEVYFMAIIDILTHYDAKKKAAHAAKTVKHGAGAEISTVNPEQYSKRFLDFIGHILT
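qHTS, 1536-well: enzyme/substrate mix, compound by pin tool, 5 microM ATP final; RT 60 min; ADP-Glo reagents 1 (45 min) then 2 (30 min); luminescence.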
GLP-1R inv ag = GLP-1 receptor (human) inverse agonism | P43220 | HEK293 GLP-1R CRE-luciferase, luminescence, 24 h; GLP-1R form is constitutively active | Potency, µM (top dose mostly 38.3 µM), for inactives: at the top dose activity change, negative = inhibition, most hits filed as inhibitors | hit rate 1.6% among 410,000 | AID 624417; also: potency is read from the fitted curve at half-maximal effect; % is scaled to controls: 0 for no effect and ±100 for the full control effect; nearly all actives have a fitted effect of over 55% in size
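Constitutively active GLP-1R drives a cAMP-responsive luciferase in stably transfected HEK293 cells; test compounds are added after overnight (12 h) attachment and left 24 hr, and signal loss in luminescence marks inhibition.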
EPAC1 antag = EPAC1 (human) antagonism. Potency, µM (series often up to 115 µM), without a hit: at the top dose activity change, negative = inhibition, most hits filed as inhibitors. hit rate 0.14% among 360,000. AID 720709. EPAC1 GEF assay, Rap1b-BODIPY-GDP exchange fluorescence. O95398;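 also: potency is read from the fitted curve at half-maximal effect; plate controls were vehicle for no effect and positive control for full effect; nearly all actives have a fitted effect of over 50% in size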
Numbers without * were called inactive; i = inactive; ? = inconclusive; . = no result given; [ ] = remark or other dose. Unless noted, calls follow the shape of the dose curve; as a rule, active = well fitted curve in the direction sought with a large enough effect; inconclusive = small, poorly fitted or top-dose-only effect, or another doubt; inactive = no such curve, though single readings can be large; an effect the other way counts as inactive or inconclusive. Not all compounds are listed (hit frequency here may not be typical).

molecule	IL-2 act	GLP1R cytotox	EPAC1 agonist	GLP1R ag	PLK1 PBD inh	PTHR1 ag	PI5P4Ka inh	GLP-1R inv ag	EPAC1 antag
O=C(COC(=O)c1cccc2ccccc12)Nc1cccnc1Cl	-5.1	-8%	0%	20%	-6%	-1%	9	-5%	3%
COCCNC(=O)CN1c2ccccc2CC1C (stereo not drawn)	1.9	0%	-7%	-5%	-13%	-14%	-2	-1%	11%
CCC(C)[C@H](NC(=O)NC1CC1)C(=O)O (stereo partly drawn)	-1.1	2%	9%	-6%	-6%	-26%	.	0%	-4%
Cc1ccc(-c2nc3ncccc3o2)cc1N	0.7	-8%	0%	-2%	3%	-11%	-1	8%	-5%
Cc1ccc(C(C)C)c(OC(C)C(=O)NCC2(N(C)C)CCCCC2)c1 (stereo not drawn)	.	17%	.	-1%	.	i	.	?	.
O=C(NCc1ccccn1)Nc1ccc(Cl)cc1	-0.6	8%	5%	14%	-4%	i	1	8%	-4%
C=C(C)CNC(=S)NNC(=O)CCn1c2ccccc2c2ccccc21	-5.0	?	-1%	9%	-27%	-20%	0	?	-8%
Cc1ccc(CN2CCN(CC(=O)O)C2=O)cc1	-0.4	6%	2%	-2%	-7%	i	-6	7%	-25%
CC(C)NC(=O)N(C)C[C@H]1Oc2ncc(Br)cc2C(=O)N([C@H](C)CO)C[C@@H]1C	-1.4	0%	-7%	-5%	-2%	-5%	-5	20%	11%
O=C(COC(=O)c1c(Cl)ccc(Cl)c1Cl)NC(=O)NCc1ccccc1	0.9	-28%	4%	16%	2%	-33%[inhibitor]	4	-21%	-18%
CC(C)(C)NC(=O)C12CC3CC(CC(Cl)(C3)C1)C2	-2.6	-18%	-6%	0%	-11%	i	2	-15%	8%
O=C(COC(=O)c1cnccn1)NCCc1ccc(Cl)cc1	1.6	4%	1%	4%	-1%	i	6	16%	5%
Cc1ccc(/C=C/c2onc(C)c2S(=O)(=O)N2CCC(C(=O)Nc3ccccc3C(F)(F)F)CC2)cc1	.	1%	.	-2%	.	i	.	14%	.
C=C(C)c1cccc(C(C)(C)NC(=O)N2CCOCC2)c1	-3.0	7%	-3%	-5%	-4%	-8%[57.5 µM]	-2	0%	2%
COc1ccc(NC(=S)N2CCN(S(=O)(=O)c3ccc(F)cc3)CC2)cc1	-2.3	-6%	-9%	-6%	-8%	i	-2	-18%	9%
N/C(=N\OC(=O)c1cc(Br)ccc1Cl)c1cccnc1	0.3	4%	0%	4%	-4%	i	-8	13%	11%
CCCSC1=N/C(=C\C=C\c2ccco2)C(=O)S1	2.4	18%	-7%	-13%	-19%	-16%	-67*	0%	?
Nc1ccc(SCCN2C(=O)c3ccccc3C2=O)cc1	-2.8	3%	0%	16%	0%	i	0	9%	4%
Cc1nc2cc(Oc3nc(NCCN(C)C)nc4ccsc34)ccc2s1	1.0	-14%	-9%	-2%	-5%	-13%	-10	-28%	-4%
COC(=O)c1sccc1NC(=O)c1ccc(C)cc1	0.9	-6%	6%	18%	-7%	i	7	21%	-18%

One compound at a time, from the list above. Order of screens: IL-2 act | GLP1R cytotox | EPAC1 agonist | GLP1R ag | PLK1 PBD inh | PTHR1 ag | PI5P4Ka inh | GLP-1R inv ag | EPAC1 antag
C=C(C)c1cccc(C(C)(C)NC(=O)N2CCOCC2)c1 across the screens: -3.0 | 7% | -3% | -5% | -4% | -8%[57.5 µM] | -2 | 0% | 2%
COC(=O)c1sccc1NC(=O)c1ccc(C)cc1 across the screens: 0.9 | -6% | 6% | 18% | -7% | i | 7 | 21% | -18%
Cc1nc2cc(Oc3nc(NCCN(C)C)nc4ccsc34)ccc2s1 across the screens: 1.0 | -14% | -9% | -2% | -5% | -13% | -10 | -28% | -4%

Exported with each value named: entries from further up
> CCCSC1=N/C(=C\C=C\c2ccco2)C(=O)S1
  IL-2 act: 2.4
  GLP1R cytotox: 18%
  EPAC1 agonist: -7%
  GLP1R ag: -13%
  PLK1 PBD inh: -19%
  PTHR1 ag: -16%
  PI5P4Ka inh: -67*
  GLP-1R inv ag: 0%
  EPAC1 antag: ?
> Nc1ccc(SCCN2C(=O)c3ccccc3C2=O)cc1
  IL-2 act: -2.8
  GLP1R cytotox: 3%
  EPAC1 agonist: 0%
  GLP1R ag: 16%
  PLK1 PBD inh: 0%
  PTHR1 ag: i
  PI5P4Ka inh: 0
  GLP-1R inv ag: 9%
  EPAC1 antag: 4%
> Cc1nc2cc(Oc3nc(NCCN(C)C)nc4ccsc34)ccc2s1
  IL-2 act: 1.0
  GLP1R cytotox: -14%
  EPAC1 agonist: -9%
  GLP1R ag: -2%
  PLK1 PBD inh: -5%
  PTHR1 ag: -13%
  PI5P4Ka inh: -10
  GLP-1R inv ag: -28%
  EPAC1 antag: -4%

The listing continues:
molecule	IL-2 act	GLP1R cytotox	EPAC1 agonist	GLP1R ag	PLK1 PBD inh	PTHR1 ag	PI5P4Ka inh	GLP-1R inv ag	EPAC1 antag
COc1ccc(NC(=O)c2cc3nc(-c4ccccc4)cc(C)n3n2)cc1OC	-1.7	-6%	8%	29%	-8%	i	0	52%[activator]	-11%
Cn1nnnc1SCc1cccc(CSc2nnnn2C)n1	-0.4	6%	3%	10%	-4%	i	.	6%	-9%
CCOC(=O)c1ccc(NC(=O)CSCCC(=O)O)cc1	-0.5	0%	-4%	-1%	1%	28%	-2	3%	-8%
N/C(Cn1cncn1)=N\NC(=O)c1ccc(Cl)cc1Cl	5.1	15%[7.66 µM]	11%	3%	-27%	i	3	6%[7.66 µM]	2%
O=C(Nc1cccc(-c2nc3ccccc3s2)c1)c1cc(=O)c2ccccc2o1	1.0	9%	-5%	10%	-10%	-46%[inhibitor]	-11	19%	-12%
CN1C(=O)C2(NC(=O)c3ccccc3N2C)c2ccccc21 (stereo not drawn)	-2.2	-1%	-1%	-3%	3%	-2%	-16	-11%	25%
CN(C(=O)CSc1nc(-c2ccc(C(C)(C)C)cc2)c(C#N)c(=O)[nH]1)C1CCCCC1	1.9	?	-16%	-4%	?	-4%	?	?	?
C=C(C)C1CC=C(C)/C(=N/NC(=O)c2cccs2)C1 (stereo not drawn)	-0.5	-12%	-6%	9%	?	-19%	-1	16%	-4%
COc1ccc(C(=O)n2cnc3ccccc32)cc1[N+](=O)[O-]	-0.6	2%	-7%	-6%	-10%	i	-2	-4%	-10%
OCCNc1ncnc2c1ncn2[C@H]1CN(Cc2ccncc2)C[C@@H](CO)O1	0.6	-4%	3%	-5%	-7%	-23%	1	4%	14%
CC(=O)c1cccc(NC(=O)C(C)OC(=O)CCC2CCCCC2)c1 (stereo not drawn)	-0.5	-12%	10%	-2%	-8%	-8%	15	-18%	-7%
NC(=O)C[n+]1cccc(CNC(=O)c2ccc(OC(F)F)cc2)c1	0.7	-4%	-5%	0%	5%	-20%	-5	-12%	-9%
COc1ccc(CNS(=O)(=O)c2ccc(OC)cc2)cc1	-0.5	-4%	8%	0%	-4%	-19%[57.5 µM]	3	-3%	-17%
CCC(C)NC(=O)c1cc(Cl)c(NC(=O)C2=C(C)OCCS2)cc1OC (stereo not drawn)	0.2	5%	7%	23%	-22%	-7%	0	?	-28%
Cc1cc(C)cc(NC(=O)C2CCN(c3nc(C)cc(C)n3)CC2)c1	2.0	2%	7%	-10%	0%	i	0	-1%	2%
COc1ccc(C)cc1N(CC(=O)NC1CCCC1)C(=O)CCC(=O)Nc1cc(C)on1	-0.3	-20%	-4%	-7%	-1%	i	0	-12%	11%
CCC(=O)N1CCC1(C)C(=O)Nc1cccc(Oc2ccccc2)c1 (stereo not drawn)	-0.7	1%	-8%	8%	-15%	?	8	-2%	-7%
CCN(CC)c1ccc2c(-c3ccc(S(=O)(=O)O)cc3S(=O)(=O)[O-])c3ccc(=[N+](CC)CC)cc-3oc2c1	-8.0	?	63µM*	-2%	6.7µM*	i	-51*	-19%	32%[activator]
COc1ccc(OCC(=O)NC2CC(C)(C)NC(C)(C)C2)cc1	-1.2	2%	0%	0%	-2%	-1%[57.5 µM]	.	-4%	-2%
O=C(N[C@@H](Cc1ccccc1)C(=O)O)c1ccncc1	0.7	7%	9%	-1%	-1%	i	-18	10%	9%
OCc1ccccc1SSc1ccccc1CO	-1.9	?	-1%	1%	0.27µM*	i	-19	?	?
CCS(=O)(=O)N1Cc2ccccc2CC1C(=O)Nc1ncc(C)s1 (stereo not drawn)	0.7	-25%	0%	1%	-20%	-24%	-11	-41%	-10%
O=C1C(=O)N(Cc2ccccc2)C(=O)N1CCN1C(=O)c2ccccc2C1=O	0.0	-10%	-11%	-1%	2%	-12%	-1	10%	-5%
NC(N)=Nc1nc2ccc(Br)cc2c(=O)[nH]1	1.0	2%	-3%	-1%	-14%	-24%	-8	15%	-22%
O=C(NCCc1ccncc1)C(F)(F)F	-2.0	4%	12%	-15%	-8%	i	-3	6%	-18%
CC(OC(=O)c1ccccc1O)C(=O)Nc1ccc(Cl)cn1 (stereo not drawn)	-3.4	7%	-8%	3%	19µM*	-67%[inhibitor]	-27	?	-5%
CNc1ccc(Cl)cc1S(=O)(=O)c1ccccc1[N+](=O)[O-]	-0.4	-5%	-4%	3%	-15%	-88%[inhibitor]	5	?	-16%
Cc1c(C)c2ccc(OCC(=O)N[C@@H](Cc3ccccc3)C(=O)O)cc2oc1=O	-1.7	-3%	-8%	-3%	-5%	4%	-12	22%	-10%
Cn1c(=O)c2cc(S(=O)(=O)Nc3cccc(F)c3)ccc2n(C)c1=O	0.8	7%	6%	0%	-3%	i	-2	-11%	-3%
O=C(COC(=O)c1ccccc1O)NC(=O)NCc1ccccc1	-2.5	18%	-4%	6%	-2%	-17%	9	-10%	17%
Cc1ccccc1NC(=O)CN1C(=S)NC(C)(C)CC1C (stereo not drawn)	1.0	2%[1.53 µM]	-14%	5%	-28%	-8%	4	11%	29%
CCCn1c(N)c(N(CCOC)C(=O)c2cc3ccccc3cc2OC)c(=O)[nH]c1=O	0.2	1%	-10%	1%	-3%	i	1	9%	19%

Bioassay records from PubChem.
